rTrxR1 inhibitor = rat TrxR1 inhibition | recombinant rTrxR1, NADPH fluorescence consumption, selenite substrate | actives 1% (n = 390,000) | O89049 | Potency, µM (highest dose often 114 µM), without a hit: at the highest dose activity change, negative = inhibition, most hits filed as inhibitors; further: potency means the concentration at half of the fitted maximal effect; on the % scale 0 is the no-effect control and ±100 the full control effect; nearly all actives have a fitted effect of over 65% in size
Target sequence (O89049 whole entry, looked up): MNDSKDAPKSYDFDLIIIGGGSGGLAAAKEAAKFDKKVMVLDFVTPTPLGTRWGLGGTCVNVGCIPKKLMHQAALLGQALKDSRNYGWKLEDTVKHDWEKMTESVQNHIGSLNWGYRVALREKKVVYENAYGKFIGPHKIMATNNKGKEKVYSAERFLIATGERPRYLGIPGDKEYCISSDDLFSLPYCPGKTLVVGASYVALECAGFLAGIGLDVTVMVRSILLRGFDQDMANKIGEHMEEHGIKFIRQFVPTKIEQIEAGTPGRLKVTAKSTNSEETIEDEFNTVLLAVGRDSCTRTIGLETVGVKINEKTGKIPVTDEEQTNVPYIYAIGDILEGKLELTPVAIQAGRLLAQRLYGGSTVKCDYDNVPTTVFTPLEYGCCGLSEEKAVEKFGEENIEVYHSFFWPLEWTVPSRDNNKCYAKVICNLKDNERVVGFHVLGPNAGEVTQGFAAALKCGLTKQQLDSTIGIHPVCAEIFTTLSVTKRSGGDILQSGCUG
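Rat TrxR1 (90 nM in the dispensed reagent) was pre-reduced with 400 uM NADPH for 5 min at room temperature, then incubated with compound for 15 min. After 400 uM selenite was added, NADPH fluorescence (Ex 340/Em 450 nm) was followed for 8 min.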
TrxR1 substrate = rat thioredoxin reductase 1 substrate activity; O89049; purified TrxR1 substrate turnover, NADPH consumption readout; Potency, µM (doses to about 114 µM), without a hit: at the highest dose activity change, negative = substrate turnover; actives 0.01% (n = 390,000); AID 588456; further: potency means the concentration at half of the fitted maximal effect; on the % scale 0 is the no-effect control and ±100 the full control effect; nearly all actives have a fitted effect of over 50% in size
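Rat TrxR1, dispensed at 90 nM, was prereduced with 400 uM NADPH (final) for 5 min at ~22 deg C, then incubated with compound 15 min before 400 uM selenite. A first-read NADPH fluorescence drop versus no-compound background flagged substrates.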
D2 ag = D2 dopamine receptor (human) agonism | actives 0.53% (n = 340,000) | HEK293 T-REx D2 cells, calcium flux agonist mode | P14416 | activation, % at 2 µM;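 active means activation over 3 SD above normal in the single-dose calcium agonist read, cut at about 30% in these data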; further: 0% is about no effect
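Tetracycline-induced HEK293 T-REx cells with force-coupled D2 receptor, plated overnight at 30 C, loaded with no-wash calcium dye. After a 10 s baseline, compound was pin-added and calcium flux read kinetically for 180 s; calcium rises flagged agonists.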
PI4K2A block = blocks human PI4K2A kinase activity | Q9BTU6 | purified PI4K2A, ADP-Glo luminescence, 1 h; stronger effect = lower value | activity change, negative = inhibition, % at 76.9 µM | actives 0.13% (n = 420,000) | AID 1346378; in the data active means activity change below about -50%; inconclusive means mostly about -30% to -49%;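 further: -100% = wells without enzyme as full effect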
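ADP-Glo luminescence measured ADP generated by PI4K2A enzyme (4 ug/mL before mixing) with 1.2 mM PI substrate (pre-mix) and 300 microM ATP (pre-mix). Tris pH7.5 buffer with MgCl2, Triton X-100; 1 h reaction at ambient temperature.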
TRHR enhancer = allosterically enhances the human TRH receptor; enhancement, % at 2 µM; P34981; AID 493056; actives 0.66% (n = 360,000); TRHR cells, fluo-8 calcium fluorescence, EC20 TRH enhancement; in the data active means enhancement above about 30%; further: 0% is about no effect
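Enhancer read-out: after compound pinning and an initial kinetic agonist-mode read, an EC20 of TRH (10 nM final) was injected and fluo-8 calcium signal (Ex 480/Em 530) followed at 1 s/cycle for 100 cycles in TRHR-expressing cells.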
D2 antag = antagonizes the human D2 dopamine receptor; P14416; HEK293 TREx D2 cells, calcium flux, dopamine EC80; inhibition, % at 10 µM; actives 2% (n = 340,000); in the data active means inhibition above about 30%; further: 0% is about no effect
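In this primary screen, negative modulation is detected by tracking calcium flux after an EC80 dopamine challenge in inducible HEK293 T-REx D2 cells preexposed to test compound for 180 s.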
TRHR agonist = activates the human TRH receptor | TRHR cells, calcium flux fluo-8, FDSS agonist mode | AID 493084 | actives 0.18% (n = 360,000) | activation, % at 2 µM; in the data active means activation above about 30%; further: 0% is about no effect
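Agonist-mode FDSS calcium read (Ex 480/Em 530, 1 s cycles) in 1536-well TRHR cells with fluo-8 dye, after 10-cycle baseline and 23 nL compound addition; TRH at EC20 (10 nM final) added afterwards for the enhancer phase.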
USP1 inh = inhibitors of human USP1/UAF1 deubiquitinase; actives 0.23% (n = 390,000); AID 743255; Potency, µM (titrated, usually from 57.1 µM), for the others: top-dose activity change, negative = inhibition, most hits filed as inhibitors; recombinant USP1/UAF1, Ub-Rhodamine cleavage fluorescence; further: potency means the concentration at half of the fitted maximal effect; on the % scale 0 is the no-effect control and ±100 the full control effect; nearly all actives have a fitted effect of over 60% in size; inactives centre near -12
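In this screen, compounds sit with the deubiquitinase complex (1nM) for 15 min at room temperature before Ub-Rho is added at 150nM final. Fluorescence rise is then followed for 6 reads every 60 seconds.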
mIDH1 inhibitor = human IDH1 R132H inhibition; O75874; IDH1-R132H enzyme, NADPH consumption, diaphorase/resazurin fluorescence; Potency, µM (titrated, usually from 76.6 µM), inactives show at the highest dose activity change, negative = inhibition, most hits filed as inhibitors; actives 0.093% (n = 390,000); further: potency means the concentration at half of the fitted maximal effect; on the % scale 0 is the no-effect control and ±100 the full control effect; nearly all actives have a fitted effect of over 65% in size
Target sequence (O75874 whole entry R132H, stated change not applied): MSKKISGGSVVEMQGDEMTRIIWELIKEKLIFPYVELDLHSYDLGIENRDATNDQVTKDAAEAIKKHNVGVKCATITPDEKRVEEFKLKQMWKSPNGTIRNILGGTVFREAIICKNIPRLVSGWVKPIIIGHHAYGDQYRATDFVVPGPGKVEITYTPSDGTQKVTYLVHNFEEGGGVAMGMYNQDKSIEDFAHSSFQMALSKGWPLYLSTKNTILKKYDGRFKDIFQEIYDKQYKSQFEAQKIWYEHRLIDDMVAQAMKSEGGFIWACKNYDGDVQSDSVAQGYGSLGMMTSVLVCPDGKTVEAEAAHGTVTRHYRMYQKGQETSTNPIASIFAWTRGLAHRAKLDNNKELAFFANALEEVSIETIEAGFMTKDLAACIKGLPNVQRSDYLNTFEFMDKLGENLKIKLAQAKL
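IDH1-R132H (0.5 ug/mL) preincubated 30 min with compound, then NADPH (0.016 mM) and alpha-KG (2 mM) added; 80 min at RT, pH 7.5. Remaining NADPH coupled via diaphorase/resazurin to fluorescence (540/590 nm); concentration-response curves normalized to no-enzyme control.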
Numbers without * were called inactive; ? = inconclusive; . = no result given; & = joins results of further samples; ! = not active in a repeat; [ ] = dose if it differs, or a comment. Unless noted, the call rests on the fitted dose curve; in most records, active means well fitted inhibition curve with a large enough effect; inconclusive means small, poorly fitted or top-dose-only effect; inactive means no such curve, though single readings can be large or run the other way. Only part of the results is shown. The share of hits here may be higher or lower than overall.

smiles	rTrxR1 inhibitor	TrxR1 substrate	D2 ag	PI4K2A block	TRHR enhancer	D2 antag	TRHR agonist	USP1 inh	mIDH1 inhibitor
O=C1CCCN1C(=O)c1cncc(Br)c1	9%	5%	1.0	-4	-10	9	0.0	-17%	-1%
COc1ccc2[nH]c(C)c(CCN3CCC(=O)C(C)C3C)c2c1 (stereo unspecified)	-40%	6%[57.1 µM]	7.7	0	-3	13	0.3	-18%	-4%
COP(=O)(OC)c1nc(-c2cccc3ccccc23)oc1N1CCOCC1	?	.	2.0	4	-1	6	0.8	-8%	4%
C=CCN1C(=O)NC(=O)C(CCc2ccncc2)(CCc2ccncc2)C1=O	28%[11.4 µM]	-19%[11.4 µM]	0.4	-2	16	8	-0.1	-16%	9%
O=c1[nH]c(=O)n(-c2ccc(Br)cc2)c(O)c1C=NC(CO)(CO)CO	21%	6%	1.1	0	8	-13	0.7	-22%	9%
O=[N+]([O-])NC1=NCN(Cc2ccco2)CN1Cc1ccco1	?	-11%	0.9	-10	-16	-6	0.6	-4%	3%
Cc1cccc(N2CCN(Cc3ccc4c(c3)OCO4)CC2)c1C	26%	0%	0.5	2	-7	66*	-0.3	-17%	0%
CC1(C)C2CC=C(CN3CCC(O)CC3)C1C2 (stereo unspecified)	-6%	-1%	-0.2	4	-2	6	1.2	-10%	1%
COC(=O)NC(=C(Cl)Cl)P(=O)(c1ccccc1)c1ccccc1	?	-2%	0.2	-1	4	-4	-0.3	-4%	1%
CC(Cc1ccc(O)cc1)NCC(O)c1cc(O)cc(O)c1 (stereo unspecified)	17%[57.1 µM]	7%[57.1 µM]	.	1&3&1	-5	.	-0.3	-24%	-3%
CCn1c(O)c(/C=N/N2CCOCC2)c(=O)n(CC)c1=S	-30%	-19%	0.7	3	12	1	-0.3	-9%	-10%
CC/C(=N\Nc1cccc2ccccc12)c1c(O)[nH]c(=O)[nH]c1=O	-30%	6%	0.6	2	0	-6	0.1	-8%	6%
O=C1NC(=S)N(c2ccccc2F)C(=O)/C1=C\c1cccs1	8.9µM*	-2%	0.6	-9	6	-2	-0.4	-19%	3%
CC1(C)CN(S(=O)(=O)OCC(Cl)(Cl)Cl)C(=O)N1	5%	2%	1.3	-1	0	-8	0.2	-14%	3%
COC(=O)C1=C(c2cc3ccccc3s2)C[C@@H]2CC[C@H]1N2C(=O)NCCCOC(C)C	4%[57.1 µM]	6%[57.1 µM]	.	0	.	.	.	-27%	-8%
CCN(CC)CCN=Cc1c(O)n(CCc2ccccc2)c(=O)[nH]c1=O	?	12%	.	-14	.	.	.	-15%	0%
C=CCn1c(O)c(C(C)=Nc2cccc(C(F)(F)F)c2)c(=O)[nH]c1=O	5%[57.1 µM]	11%[57.1 µM]	.	-2	0	9	-0.1	-19%	0%
N[C@@H](Cc1c[nH]c2ccccc12)c1nnc(SCc2ccccc2)o1	3%	0%	0.2	5	8	5	-0.2	-18%	7%
CC1CCN(c2cc(Br)c([N+](=O)[O-])cc2F)CC1	21%[57.1 µM]	2%[57.1 µM]	0.5	11	7	-3	-0.2	-11%	10%
CC[C@]1(C(=O)OC)[C@H]2C(=O)N(Cc3ccccc3)C(=O)[C@H]2[C@H]2CN=C(SCc3ccc(C(=O)OC)cc3)N21	21%	-3%	.	0	.	.	.	?	-7%[38.3 µM]
CCOP(=O)(OCC)c1nc(-c2cccc3ccccc23)oc1N1CCCCC1	?	422%[activator]	-1.0	4	-4	-1	-1.4	-17%	-9%
CC(C)Oc1ccc(CCN)cc1Cl	-8%	-2%	1.1	-3	6	8	-0.3	-20%	1%
O=C(Nc1nccs1)C(Cl)(Cl)Cl	18%[57.1 µM]	9%[57.1 µM]	0.2	-7	2	-7	-0.1	-20%	11%
Cc1ccc(OCC(=O)Nc2ccc(Cl)cc2C(=O)c2ccccc2)c(Br)c1	8%	-3%	0.3	-2	0	.	-0.1	-8%	.
COc1cc2c(cc1OC)CC[N+](C)=C2	-16%	220%[activator]	-0.2	-2	2	-9	0.1	-1%	6%
C=CCOC(=O)C1=C(C)OC(N)=C(C#N)[C@@]12C(=O)N(CC(N)=O)c1ccccc12	-6%	0%	-1.1	-16	5	11	1.1	-13%	3%
CN(C)c1c([N+](=O)[O-])cc(N2C(=O)C=CC2=O)cc1[N+](=O)[O-]	2.8µM*	0%	.	-7	.	.	.	-20%	2%
Cc1[nH]c2ccc(O)cc2c1CCN	-6%[57.1 µM]	7%[57.1 µM]	4.5	5&-2	0	15	0.2	0%	-6%
O=C1NC(=O)C(=Cc2ccccc2[N+](=O)[O-])C(=O)N1	7.9µM*	6%	.	-8	.	.	.	-10%	0%
CN(C)CCCN=Cc1c(O)n(CCc2ccccc2)c(=O)[nH]c1=O	-5%	0%	0.5	-5	2	3	-0.1	-18%	4%

In another format: entries from further up.
COC(=O)C1=C(c2cc3ccccc3s2)C[C@@H]2CC[C@H]1N2C(=O)NCCCOC(C)C
  rTrxR1 inhibitor = 4%[57.1 µM]
  TrxR1 substrate = 6%[57.1 µM]
  D2 ag = .
  PI4K2A block = 0
  TRHR enhancer = .
  D2 antag = .
  TRHR agonist = .
  USP1 inh = -27%
  mIDH1 inhibitor = -8%

CCN(CC)CCN=Cc1c(O)n(CCc2ccccc2)c(=O)[nH]c1=O
  rTrxR1 inhibitor = ?
  TrxR1 substrate = 12%
  D2 ag = .
  PI4K2A block = -14
  TRHR enhancer = .
  D2 antag = .
  TRHR agonist = .
  USP1 inh = -15%
  mIDH1 inhibitor = 0%

Next records:
smiles	rTrxR1 inhibitor	TrxR1 substrate	D2 ag	PI4K2A block	TRHR enhancer	D2 antag	TRHR agonist	USP1 inh	mIDH1 inhibitor
Cc1oc(-c2ccc(F)cc2F)nc1CN1C[C@@H]2C[C@@H](C1)c1cccc(=O)n1C2	-12%[57.1 µM]	4%[57.1 µM]	0.8	3	-9	1	-0.3	-6%	-7%
NP(=O)(OCCCc1ccccc1)Oc1ccccc1Cl (stereo unspecified)	17%[57.1 µM]	11%[57.1 µM]	-1.6	-1	-9	13	-0.8	-16%	-16%
O=C1NC(=O)N(Cc2ccc(F)cc2)C(=O)/C1=C\c1ccoc1	5%[57.1 µM]	9%[57.1 µM]	4.5	-14	-3	2	9.2	-20%	-4%
Cc1cc(C)[n+](C2C3CC4CC(C3)CC2C4)o1 (stereo unspecified)	0%[57.1 µM]	10%[57.1 µM]	0.0	-3	15	-11	-0.1	-5%	1%
CN1C(=O)NC(=O)C(N=Nc2ccc(Cl)cc2)C1=O (stereo unspecified)	24%	8%	.	-15	.	.	.	-3%	5%
COc1ccc(CCC(=O)N2CCC3(CC2)OCCO3)cc1	-1%	0%	-1.4	8	2	-3	0.2	-5%	0%
Nc1ccc(N2CCN(Cc3ccccc3Cl)CC2)c(Cl)c1	0%	11%[57.1 µM]	2.6	-2	1	28	0.9	3%	0%
CCCCCSc1cc(OC)c(CCN)cc1OC	14%[57.1 µM]	-5%[57.1 µM]	-0.5	2	13	-23	2.0	-16%	3%
O=C1NC(=O)C(Cc2cccs2)C(=O)N1	-29%[57.1 µM]	7%[57.1 µM]	.	3	-2	.	0.4	-16%	2%
Cc1ccc(CN2CCCC(C(=O)c3sccc3C)C2)o1 (stereo unspecified)	3%	4%	1.3	2	-7	23	0.3	-8%	-9%
COc1cccc(-n2c(/C=C/c3ccccc3O)nc3ccccc3c2=O)c1	15%	15%	-0.8	-2	1	.	2.3	-3%	0%
O=P(OCC(F)(F)C(F)F)(N1CCCCC1)N1CCCCC1	-9%	-3%	0.1	1	-11	-3	-0.2	-2%	-1%
O=C(Cc1ccc([N+](=O)[O-])cc1)N1CCN(Cc2ccc3c(c2)OCO3)CC1	8%[57.1 µM]	5%	2.4	2	2	10	0.0	-16%	0%
Cc1c(C(=O)N2CCC3(CC2)OCCO3)sc2ncnc(N(C)c3ccccc3)c12	8%[57.1 µM]	5%[57.1 µM]	.	-2	0	.	-0.1	-1%	-2%
Nc1ccc(Cl)c(Cl)c1	21%	6%	.	-3	.	.	.	-21%	3%
Cc1ccc(CNCCc2ccccc2F)cc1	1%	-1%	.	-3	7	.	0.5	-11%	-2%
COC(=O)C1=C(c2ccc(S(C)(=O)=O)cc2)C[C@@H]2CC[C@H]1N2C(=O)N1CCC(C)CC1	9%	2%	.	1	.	.	.	-23%	3%
COC(=O)C1=C(c2ccc(OC)c(OC)c2)C[C@@H]2CC[C@H]1N2C(=O)N1CCC(O)CC1	15%	5%	-0.1	2	3	8	-0.2	-25%	11%
CN(C(=O)Oc1ccc(F)cc1)c1ccccc1	-8%	-9%	0.3	3	0	-3	0.4	-4%	9%
Oc1cc(Cl)c(Cl)c(Cl)c1	18%	8%	.	-2	.	.	.	-25%	4%
O=[N+]([O-])/C(Cl)=C1\NCCN1Cc1ccc(Cl)nc1	1%	-10%	0.0	-3	-4	29	0.7	-13%	-8%
C=C1[C@@H](C)[C@H]2[C@H](Cc3ccccc3)NC(=O)[C@]23OC(=O)/C=C/[C@H](O)CCC[C@@H](C)C/C=C/[C@H]3[C@@H]1O	50µM*!	4%	-3.5	-3	-2	-13	-0.6	-9%	-6%
Cc1ccc(C(=O)C2C(c3ccc(-c4ccccc4[N+](=O)[O-])o3)NC(=O)NC2(O)C(F)(F)F)cc1 (stereo unspecified)	-3%[11.4 µM]	10%[57.1 µM]	.	-19	.	.	.	?	3%
CN1CCCN(C(=O)COc2cccc(C(F)(F)F)c2)CC1	11%	-1%	0.5	3	4	-9	0.4	-11%	0%
Oc1ccccc1CN(CCc1ccccc1)Cc1ccccc1	13%	5%	0.3	10	-10	-1	0.2	-8%	4%
Cc1cc(OCC(=O)N2CCC(C(=O)O)CC2)c2c3c(c(=O)oc2c1)CCCC3	1%	188%[activator]	0.1	4	-5	-31	0.2	?	-4%
COC(=O)C1=C(c2ccc(C(C)=O)cc2)C[C@@H]2CC[C@H]1N2C(=O)NC(C)C	-41%	7%[57.1 µM]	-0.1	0	-23	52*	0.0	-13%	-11%
